LAP4 TOR yeast: modulators of TOR pathway LAP4-GFP in S. cerevisiae; AID 2023; hit rate 0.34% among 320,000; S. cerevisiae LAP4-GFP multiplex, flow cytometry GFP, 3 h; median GFP as percent of DMSO wells; GFP response vs DMSO, % at 10 µM;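 active means GFP response vs DMSO above a set limit, about the screen mean plus 3 SD, cut at about 150% in these data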
MEP2 TOR yeast: alters MEP2-GFP fluorescence in TOR pathway yeast screen. GFP response vs DMSO, % at 10 µM. S. cerevisiae MEP2-GFP strain, flow cytometry GFP, 3 h; 100% = DMSO control level. hit rate 0.51% among 330,000;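 active means GFP response versus DMSO above a set limit, roughly screen mean plus 3 SD, cut at about 180% in these data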;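 further: median GFP fluorescence of the barcode-gated MEP2-GFP cells per well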
EBNA-1 inhibitor: blocks EBNA-1 binding to DNA; EBNA-1 DNA binding, fluorescence polarization; inhibition, % at 14.8 µM; hit rate 0.34% among 300,000; AID 1950; in the data active means inhibition above about 28%
proCasp3 act: procaspase-3 (human) activation; recombinant procaspase-3 D3A, Ac-DEVD-pNA absorbance 405 nm; hit rate 0.11% among 330,000; activation, % at 8.5 µM;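 active means activation above the mean of all tested compounds plus 3 SD, cut at about 21% in these data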;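 further: 0% = DMSO alone and 100% = DMSO wells spiked with extra 5 µM PC-3 D3A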
Target sequence (P42574 whole entry D9A/D28A/D175A): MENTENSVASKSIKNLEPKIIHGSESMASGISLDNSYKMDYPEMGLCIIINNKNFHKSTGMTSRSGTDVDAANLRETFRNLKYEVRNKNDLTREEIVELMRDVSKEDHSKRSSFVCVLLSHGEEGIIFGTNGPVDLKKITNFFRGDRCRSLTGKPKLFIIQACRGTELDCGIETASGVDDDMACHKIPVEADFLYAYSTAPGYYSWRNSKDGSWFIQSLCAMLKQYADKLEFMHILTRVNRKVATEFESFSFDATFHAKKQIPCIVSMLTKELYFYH
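Assay system – Procaspase-3 D3A mutant, all three cleavage aspartates alanine · Controls – DMSO-only low control, 5 µM PC-3 D3A high control · Schedule – 1 h compound preincubation, 2 h substrate hydrolysis at 25 °C · Signal – 405 nm absorbance of p-nitroaniline, reads at 0 and 120 min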
RPL19A TOR yeast: modulators of TOR pathway RPL19A-GFP in S. cerevisiae; S. cerevisiae RPL19A-GFP strain, flow cytometry, 3 h; active compounds read low; percent response vs DMSO, % at 10 µM; hit rate 0.3% among 330,000; AID 2025;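 active means percent response vs DMSO below 50%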;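 further: median channel GFP fluorescence of the barcoded RPL19A-GFP strain; ratio of sample median GFP to plate DMSO average so 100% = DMSO; lower means less RPL19A-GFP as with rapamycin TOR inhibition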
proCasp7 act: counter-screen: procaspase-7 (human) activation | recombinant procaspase-7, Ac-DEVD-pNA absorbance 405 nm; D23A/D198A/D206A triple mutant, cannot self-cleave; scale: DMSO 0, 5 µM enzyme 100 | activation, % at 8.5 µM | AID 463210 | P55210 | hit rate 0.093% among 330,000;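 active means percent activation above the screen-wide mean plus 3 SD, cut at about 25% in these data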
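Test system: Procaspase-7 triple mutant (PC-7 D3A). Also added: Ac-DEVD-pNA substrate, 400 µM as added. Schedule: 1 h enzyme–compound preincubation and 2 h substrate reaction, both 25 °C. Signal: p-Nitroaniline absorbance at 405 nm, read at 0 and 120 min. Control set: low DMSO alone, high DMSO plus 5 µM PC-7.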
AHR act: activators of human aryl hydrocarbon receptor; P35869; AHR-responsive luciferase reporter cells, luminescence; AID 2796; hit rate 2.5% among 320,000; activation, % at 5 µM; in the data active means activation above about 47%;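 further: 0% = vehicle wells and 100% = reference agonist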
Target sequence (P35869 whole entry, looked up): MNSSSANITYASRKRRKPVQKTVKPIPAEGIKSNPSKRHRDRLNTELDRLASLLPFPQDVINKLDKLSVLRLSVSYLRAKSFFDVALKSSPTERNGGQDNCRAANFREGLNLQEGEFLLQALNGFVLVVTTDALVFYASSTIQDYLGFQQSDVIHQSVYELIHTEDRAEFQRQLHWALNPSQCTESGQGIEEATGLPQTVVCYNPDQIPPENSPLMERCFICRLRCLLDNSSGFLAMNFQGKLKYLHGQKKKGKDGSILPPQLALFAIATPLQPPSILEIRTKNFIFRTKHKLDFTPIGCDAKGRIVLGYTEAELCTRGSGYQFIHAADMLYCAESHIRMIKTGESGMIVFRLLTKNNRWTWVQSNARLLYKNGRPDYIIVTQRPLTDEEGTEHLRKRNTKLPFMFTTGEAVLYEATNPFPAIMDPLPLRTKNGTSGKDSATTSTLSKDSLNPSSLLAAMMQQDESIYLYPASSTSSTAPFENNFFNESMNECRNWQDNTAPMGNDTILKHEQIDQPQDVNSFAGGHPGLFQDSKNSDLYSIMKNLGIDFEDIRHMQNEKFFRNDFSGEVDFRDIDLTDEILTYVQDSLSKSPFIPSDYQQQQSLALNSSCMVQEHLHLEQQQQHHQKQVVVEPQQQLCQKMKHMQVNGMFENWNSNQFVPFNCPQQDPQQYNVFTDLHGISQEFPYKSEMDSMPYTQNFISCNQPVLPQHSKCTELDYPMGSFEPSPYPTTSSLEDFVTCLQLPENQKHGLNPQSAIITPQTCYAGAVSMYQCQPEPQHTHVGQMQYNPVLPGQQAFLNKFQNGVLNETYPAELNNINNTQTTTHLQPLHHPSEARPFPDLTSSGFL
ZTA DNA inh: ZTA (EBV) inhibition in EBNA-1 counter-screen | ZTA-DNA binding, fluorescence polarization | inhibition, % at 11 µM | hit rate 0.15% among 320,000 | AID 2234; in the data active means inhibition above about 33%
* hit, by the source's call; . = no result given.

SMILES	LAP4 TOR yeast	MEP2 TOR yeast	EBNA-1 inhibitor	proCasp3 act	RPL19A TOR yeast	proCasp7 act	AHR act	ZTA DNA inh
CCn1c(SCC(=O)N/N=C(/C)c2ccncc2)nc2ccccc21	102	92	4	5	95	5	43	1
COc1ccccc1CNC(=O)C(=O)NCCC1CCCCN1S(=O)(=O)c1cccs1 (stereo not given)	110	103	-17	0	102	-5	0	2
N/C(=N/OC(=O)c1cccc([N+](=O)[O-])c1)c1cccc([N+](=O)[O-])c1	106	95	-5	-1	97	8	3	-5
Cc1ccc(S(N)(=O)=O)cc1NC(=O)C1CC2CCC1C2 (stereo not given)	102	105	10	2	103	-8	3	-10
COc1cccc(-n2cnc3c(sc4nc(N5CCOCC5)c5c(c43)CCCC5)c2=O)c1	96	110	-1	8	102	-4	-2	0
COc1ccccc1CNC(=O)C1CSC2(C)CCC(=O)N12 (stereo not given)	96	94	.	-1	96	-1	5	5
CCOC(=O)C(=O)NN=C(c1ccccc1)c1ccccc1	107	93	-8	2	101	1	-1	16
COc1cccc(/C=N/Nc2ccc([N+](=O)[O-])cn2)c1O	156*	113	-2	14	97	-15	-1	3
O=C(C1CCCN(Cc2nc(-c3cccs3)no2)C1)N1CCOCC1 (stereo not given)	105	102	-2	8	103	-3	0	-3
CCc1nn(C(C)C(=O)NCCc2ccccc2)c(=O)c2cc3occc3n12 (stereo not given)	95	98	-21	2	99	-4	3	-10
CC1(C)Cc2nc3n[nH]c(N)c3cc2CO1	101	108	8	4	103	-5	0	4
COc1ccccc1NC(=O)CNC(=O)Cn1c(C)cc2ccccc2c1=O	101	117	-23	0	102	1	4	7
COc1ccccc1NC(=O)c1csc2c1CCCC2	100	89	6	-5	98	11	69*	7
Cc1ccc2[nH]c(=O)c(CN(CCCO)S(=O)(=O)c3c(C)ccc4nsnc34)cc2c1	108	112	5	2	103	-4	11	-16
CCN(CC)S(=O)(=O)c1ccc(C(=O)OCC(=O)NC2CCCC2)cc1	97	105	-18	0	100	-9	0	9
O=C(COc1cccnc1[N+](=O)[O-])c1c[nH]c2ccccc12	94	94	5	-9	97	-27	87*	-32
O=C(O)c1cccc(NC(=O)C2CCCO2)c1 (stereo not given)	99	105	1	3	100	-2	-6	-13
CN(C)[C@@H]1CCC[C@@H]1OC(=O)C(c1ccccc1)c1ccccc1	102	101	11	-6	104	12	-1	7
CCCCNS(=O)(=O)c1ccc2nc(-c3cccnc3)cc(C(=O)NCCOC)c2c1	103	113	-2	-4	103	-2	1	1
CC1CCN(C(=O)COC(=O)[C@H](C)NS(=O)(=O)/C=C/c2ccccc2)CC1	104	102	-4	5	94	-8	-4	-8
CCOC(=O)c1ccc(NC(=S)N(CCCN2CCCCCC2)Cc2ccco2)cc1	95	106	8	-2	105	-5	-2	-6
O=C(OC1CCCCC1=O)c1cccc(S(=O)(=O)N2CCOCC2)c1 (stereo not given)	107	95	-6	10	95	0	-1	8
CC(C)(C)Cc1nc(-c2ccccn2)no1	99	98	13	8	99	-4	1	-8
CCOC(=O)C1CCN(C(=O)Nc2cc(Cl)cc(Cl)c2)CC1	105	107	-5	8	101	-1	1	-7
CC(=O)c1ccc(N2CCN(C(=O)C3CCCN(S(=O)(=O)c4c(C)[nH]c(=O)[nH]c4=O)C3)CC2)cc1 (stereo not given)	92	91	12	3	95	11	2	-2

AHR act, hit marks shown above
Structure	LAP4 TOR yeast	MEP2 TOR yeast	EBNA-1 inhibitor	proCasp3 act	RPL19A TOR yeast	AHR act
COc1ccccc1NC(=O)c1csc2c1CCCC2	100	89	6	-5	98	69*
O=C(COc1cccnc1[N+](=O)[O-])c1c[nH]c2ccccc12	94	94	5	-9	97	87*

4 entries from above, arranged by formula weight, descending:
SMILES	LAP4 TOR yeast	MEP2 TOR yeast	EBNA-1 inhibitor	proCasp3 act	RPL19A TOR yeast	proCasp7 act	AHR act	ZTA DNA inh
CCCCNS(=O)(=O)c1ccc2nc(-c3cccnc3)cc(C(=O)NCCOC)c2c1	103	113	-2	-4	103	-2	1	1
Cc1ccc(S(N)(=O)=O)cc1NC(=O)C1CC2CCC1C2 (stereo not given)	102	105	10	2	103	-8	3	-10
COc1ccccc1NC(=O)c1csc2c1CCCC2	100	89	6	-5	98	11	69*	7
CC1(C)Cc2nc3n[nH]c(N)c3cc2CO1	101	108	8	4	103	-5	0	4

(more compounds)
SMILES	LAP4 TOR yeast	MEP2 TOR yeast	EBNA-1 inhibitor	proCasp3 act	RPL19A TOR yeast	proCasp7 act	AHR act	ZTA DNA inh
CC(C(=O)Nc1cc(Cl)cc(Cl)c1)N1CCCC1 (stereo not given)	101	110	-3	4	104	-5	36	-21
CN(C)C=NC(=O)c1cn(-c2ccc(F)cc2)c(=O)c2ccccc12	102	94	6	-6	94	-3	1	4
O=C(OCCN1C(=O)c2cccc3c(N4CCOCC4)ccc(c23)C1=O)c1ccc(Cl)cc1	.	.	5	1	.	1	1	17
CCOc1ccc(/C(O)=C2/C(=O)C(=O)N(CCOCCO)C2c2ccccn2)cc1 (stereo not given)	106	100	8	0	99	-15	1	0
CCNC(=S)NNC(=O)c1cc(Br)cs1	105	103	2	-6	103	11	1	-19
CC(=O)Nc1cccc(-c2nnc3c4ccccc4c(C)nn23)c1	101	102	-5	0	100	-1	-6	3
COc1cc2cc(/C=C/C(=O)c3ccco3)c(Cl)nc2cc1OC	99	100	-2	0	98	-1	3	-8
CC(=O)Nc1ccc2nc(CN3CCN(Cc4ccc(F)cc4)C(CCO)C3)ccc2c1 (stereo not given)	110	113	1	0	95	-3	3	9
COCCn1c(SCC(=O)NNC(=O)Cc2ccccc2)nc2ccccc2c1=O	107	113	-3	-5	96	10	5	10
O=C(Nc1ccc(CN2CCCCC2)cc1)c1ccc2c(c1)OCO2	99	104	2	5	101	8	1	-19
CC(=O)OCn1ncc(N2CCOCC2)c(Br)c1=O	93	102	6	6	104	-1	9	0
COc1ccc(OC)c(/C=N\Nc2nccs2)c1	92	99	-3	-1	98	4	12	-7
Cc1ccc(-c2nc3cc(Br)cnc3nc2-c2ccc(C)cc2)cc1	108	144	-6	-2	65	9	2	0
CC(=O)SCC(C)C(=O)NCc1ccccc1 (stereo not given)	98	108	-7	-8	100	2	2	12
Cc1ccc(O)c(/C=N/NC(=O)c2[nH]ncc2Br)c1	102	105	2	-29	102	-40	25	8
O=C(NCCc1ccccn1)c1ccc(OC2CCN(Cc3ccccn3)CC2)cc1	106	99	10	8	101	-8	-1	19
O=C(CC(c1ccccc1)c1ccccc1)Nc1ccc(C(=O)O)cc1	99	116	9	-1	99	1	0	6
O=C(CSc1nnc(-c2ccc(F)cc2)o1)Nc1ccc(S(=O)(=O)N2CCCCCC2)cc1	101	100	6	-4	103	2	-2	8
C=CCNc1nc(Nc2ccc(-c3nc4ccccc4o3)cc2)nc(N2CCOCC2)n1	124	116	-14	4	103	12	7	6
c1ccc(CNc2ncnc3scc(-c4cccs4)c23)nc1	111	113	-2	-1	96	-10	7	3
NC(=O)CNC(=O)C1CCN(S(=O)(=O)c2ccc(-n3cnnn3)cc2)CC1	94	106	-2	2	103	-7	3	-16
Cn1c(Nn2cnnc2)nc2ccccc21	119	163	9	-6	102	2	10	2
CC(Nc1nc(N2CCCC2)nc2ccccc12)c1ccccc1 (stereo not given)	89	110	-3	0	96	-6	8	-14
COC(=O)Cc1ccc(NC(=S)Nc2ccccn2)cc1	105	88	5	6	97	0	1	-2
O=C(COC(=O)c1cn(-c2ccccc2)nc1-c1ccccc1)c1ccc([N+](=O)[O-])cc1	94	99	-4	0	101	11	4	15

(next part)
SMILES	LAP4 TOR yeast	MEP2 TOR yeast	EBNA-1 inhibitor	proCasp3 act	RPL19A TOR yeast	proCasp7 act	AHR act	ZTA DNA inh
CCCCn1nnc(NC(=O)Cc2ccc(Cl)cc2)n1	106	105	-2	-3	101	-11	3	4
COc1ccccc1NS(=O)(=O)c1cccc(C(=O)NN=C2CCCC2)c1	101	104	-8	9	105	3	7	-2
Cc1cccc(C)c1NC(=O)CNC(=O)c1cccc(S(=O)(=O)NCc2cccs2)c1	98	93	.	0	90	0	1	5
CC(C)CCOc1ccc(C2(C)NC(=O)NC2=O)cc1 (stereo not given)	94	104	-8	7	95	5	6	-22
CS(=O)(=O)c1ccc(-n2c(=O)n(Cc3ccccc3)c(=O)c3[nH]cnc32)cc1	111	108	0	9	104	5	2	-10
O=C1CCC(=O)N1c1ccc(NCCc2ccccc2F)c([N+](=O)[O-])c1	104	92	3	1	93	4	2	4
CCCSc1nnc(NC(=O)Nc2ccccc2OC)s1	100	96	-3	-2	98	-3	47	-3
CC(C)Oc1ccc(C(=O)Nc2ccc(S(=O)(=O)N3CCN(C)CC3)cc2)cc1	95	99	-6	-1	99	1	4	-2
CCN(CC)c1ccc(NC(=O)c2ccc(=O)[nH]c2)cc1S(=O)(=O)Nc1ccccc1OC	100	94	5	-15	95	-17	0	22
O=C(NCCCN1CCN(c2ccc(F)cc2)CC1)NC12CC3CC(CC(C3)C1)C2	98	104	15	3	104	-19	-1	4
N#Cc1ccc(Oc2ccc(-c3nc4ccccc4nc3-c3ccccc3)cc2)cc1C#N	97	101	-5	-10	104	6	8	-9
O=C(NNC(=O)C1CCC(C(=O)NNC(=O)c2cccs2)CC1)c1cccs1 (stereo not given)	103	94	-1	2	98	4	1	2
CCCCOC(=O)Nc1cccc(Cl)c1C	99	106	12	-1	99	1	4	-2
Cc1cc(C)c(NC(=O)CN2C(=O)NC(Cc3ccccc3)C2=O)c(C)c1 (stereo not given)	115	103	10	1	101	-7	1	8
CCC(=O)N1CCC2(CC1)Oc1ccc(F)cc1C(=O)C21CC(c2ccccc2)=NO1 (stereo not given)	101	98	10	7	96	2	-1	14
COc1ccc(OCCC(=O)NCCN2CCOCC2)cc1	95	92	-16	-2	97	0	-1	-3
Cn1c(=O)[nH]c(=O)c2c1nc(Br)n2CCC(=O)c1ccccc1	101	115	-6	7	106	-5	5	15
COc1cccc(-c2csc(N3CCN(C(=O)NC45CC6CC(CC(C6)C4)C5)CC3)n2)c1	99	107	-13	5	101	1	11	3
O=C(N/C(=C/c1cccs1)C(=O)N1CCOCC1)c1cccs1	100	95	9	-1	99	3	0	11
COC(=O)Nc1ccc(S(=O)(=O)N2CCCC(C(=O)O)C2)cc1 (stereo not given)	96	90	-16	-3	101	1	0	-1
O=S(=O)(NCCOc1ccccc1F)c1cccc(Br)c1	93	98	.	3	91	10	0	4
Nc1nonc1N/N=C/c1c(O)ccc2ccccc12	107	113	-4	-8	99	-7	14	-13
O=C1c2cccnc2C(=O)N1Cc1ccc2c(c1)OCO2	91	94	10	-1	88	-1	-2	7
O=C(Cn1c(C(F)(F)F)nc2ccccc21)NCCN1CCCC1	110	114	4	-5	106	4	5	-7
CCOC(=O)CCCNC(=O)CCNC(=O)c1ccc(OCCC(C)C)cc1	102	101	-6	-6	98	9	-2	-18
O=[N+]([O-])c1ccccc1N/N=C/c1cccc(O)c1O	99	101	17	-6	107	-6	4	-4
CC1C(=O)Nc2ccccc2N1C(=O)c1cccc(C(F)(F)F)c1 (stereo not given)	93	105	-9	9	103	0	1	1
CC(=O)Nc1sc(N/N=C\c2ccccc2Cl)nc1-c1cccs1	92	104	0	7	101	-7	59*	8
O=C1CSC(=Nc2ccccc2)N1	99	109	1	3	97	-2	-1	-3
Cc1ccccc1C(=O)N1CCN(c2ccc(NC(=S)NC(=O)c3ccco3)cc2)CC1	94	96	-2	4	95	-13	-2	4

Gathered by group: those above containing a CF3 group.
SMILES	LAP4 TOR yeast	MEP2 TOR yeast	EBNA-1 inhibitor	proCasp3 act	RPL19A TOR yeast	proCasp7 act	AHR act	ZTA DNA inh
O=C(Cn1c(C(F)(F)F)nc2ccccc21)NCCN1CCCC1	110	114	4	-5	106	4	5	-7
CC1C(=O)Nc2ccccc2N1C(=O)c1cccc(C(F)(F)F)c1 (stereo not given)	93	105	-9	9	103	0	1	1

Assay outcomes deposited in PubChem BioAssay by several laboratories.
